hcGAS lum – inhibitors of human cGAS. Q8N884. recombinant h-cGAS, ATP depletion, Kinase-Glo luminescence. inhibition, % at 12.5 µM. 290,000 compounds, 0.081% hits. AID 1259398;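 also: 0% = vehicle reaction and 100% = reaction without DNA for no activity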
Target sequence (Q8N884 whole entry, looked up): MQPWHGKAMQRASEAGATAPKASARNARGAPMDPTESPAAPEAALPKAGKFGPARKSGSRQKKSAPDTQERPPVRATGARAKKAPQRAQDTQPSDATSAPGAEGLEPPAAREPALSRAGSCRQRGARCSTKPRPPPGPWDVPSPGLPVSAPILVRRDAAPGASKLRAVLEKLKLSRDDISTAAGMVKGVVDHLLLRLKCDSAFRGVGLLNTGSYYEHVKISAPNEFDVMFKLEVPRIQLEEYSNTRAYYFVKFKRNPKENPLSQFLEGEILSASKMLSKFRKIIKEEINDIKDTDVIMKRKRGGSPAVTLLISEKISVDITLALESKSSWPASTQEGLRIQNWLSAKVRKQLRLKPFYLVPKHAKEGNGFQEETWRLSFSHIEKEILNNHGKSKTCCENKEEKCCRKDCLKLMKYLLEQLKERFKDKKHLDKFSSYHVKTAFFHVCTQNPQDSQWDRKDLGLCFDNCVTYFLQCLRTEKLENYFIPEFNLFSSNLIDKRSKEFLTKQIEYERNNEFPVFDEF
mcGAS lum – inhibitors of mouse cGAS; 160,000 compounds, 0.15% hits; AID 1259399; recombinant cGAS, Kinase-Glo ATP depletion luminescence; inhibition, % at 12.5 µM;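 also: 0% = negative control wells and 100% = reference inhibitor with no enzyme activity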
NPYLR7 ag – activates Aedes aegypti NPYLR7 receptor; activation, % at 10 µM; 270,000 compounds, 0.15% hits; HEK293T NPYLR7/Galpha15, GCaMP6s calcium fluorescence; AID 1259423; in the data active = activation above about 40%;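 also: 0% = vehicle and 100% = reference agonist at the receptor; some compounds past the cut are filed as inactive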
Active calls of the source: *; / = not tested or not shown; & = joins results of further samples. Rule as the data show it, unless noted: active = inhibition above about 40%; inactive = the rest. Rows are unselected; any-hit rate near 0.29%.

| Compound | hcGAS lum | mcGAS lum | NPYLR7 ag |
| --- | --- | --- | --- |
| CCCNC(=O)CSc1nnc2[nH]c(=O)cc(CCC)n12 | -2 | -1 | -24 |
| COc1ccc(CCN(C)c2cc(Oc3ccc(F)cc3F)ncn2)cc1OC | -12 | -6 | 3 |
| CCOC(=O)c1sc(NC(=O)c2ccc(F)c(F)c2)c(C(=O)OCC)c1C | -2 | -2 | -3 |
| CCOC(=O)C1(C)CCCCN1C(=O)c1ccc(Cl)nc1 (stereo unspecified) | -6 | / | -4 |
| COc1ccc(/C=C/CN2CCC(C(=O)NC(c3ccc(F)cc3)c3cnccn3)CC2)cc1 (stereo unspecified) | -2 | -2 | 51 |
| O=C(NN=Cc1c(O)ccc2ccccc12)c1ccn[nH]1 | -2 | 0 | -5 |
| O=C1c2oc3ccccc3c(=O)c2C(c2cccnc2)N1c1nccs1 (stereo unspecified) | -10 | -8 | 8 |
| CCc1ccc(NC(=O)CSc2nccn3nc(-c4ccc(OC)cc4)cc23)cc1 | -4 | -8 | -2 |
| COc1cc(-c2ccnc(N3CCN(C(=O)c4cccnc4SC)CC3)n2)cc(OC)c1OC | -3 | -8 | 23 |
| CC(C)CCn1c(SCc2ccc(F)cc2)nc2c1c(=O)[nH]c(=O)n2C | 6 | -1 | 4 |
| NC(N)=NS(=O)(=O)c1ccccc1 | -3 | -5 | 4 |
| CO/N=C(\C(=O)NC1C(=O)N2C(C(=O)O)=C(C[N+]3(C)CCCC3)CSC12)c1csc(N)n1 (stereo unspecified) | -3 | / | -4 |

In a second layout: entries from further up
Below each compound – hcGAS lum, mcGAS lum, NPYLR7 ag
> COc1ccc(CCN(C)c2cc(Oc3ccc(F)cc3F)ncn2)cc1OC
    -12, -6, 3
> CCOC(=O)c1sc(NC(=O)c2ccc(F)c(F)c2)c(C(=O)OCC)c1C
    -2, -2, -3
> CCOC(=O)C1(C)CCCCN1C(=O)c1ccc(Cl)nc1 (stereo unspecified)
    -6, /, -4

(listing goes on)
| Compound | hcGAS lum | mcGAS lum | NPYLR7 ag |
| --- | --- | --- | --- |
| CC(c1ccc(F)c(F)c1)N(C)C(=O)c1ccc(-n2cc[nH]c2=S)cc1 (stereo unspecified) | 0 | / | 12 |
| CC(C)Cn1c(=O)c2c(nc3n2CC(C)CN3c2ccccc2)n(C)c1=O (stereo unspecified) | -14 | / | 20 |
| CN(C)CCNC(=O)C1CCN(c2ccc(C(F)(F)F)cc2)C1=O (stereo unspecified) | -5 | -3 | / |
| COCCN(Cc1ccc(C(C)(C)O)o1)Cc1ccccc1C | -5 | -5 | 15 |
| COc1cccc(CNC(=O)c2ccc(-c3cc(-c4cccc5c4OCCO5)[nH]n3)cc2)c1 | -9 | -7 | / |
| Clc1ccccc1Nc1cc2c(cn1)ncn2Cc1ccccc1 | -1 | -5 | 8 |
| CC1CC1C(=O)NCCC(=O)N(C1CC1)C1CCCc2ccccc21 (stereo unspecified) | -10 | / | -1 |
| CC1C(=O)N(c2ccc(F)c(Cl)c2)CCN1Cc1c(F)cccc1F (stereo unspecified) | -12 | -5 | 19 |
| CC(NC(=O)NCC(=O)N1CCCC1)c1ccc(C(C)(C)C)cc1 (stereo unspecified) | -5 | -8 | -1 |
| CCCNC(=O)N1CCN(Cc2nnc3n2CCCCC3)CC1 | -1 | / | -1 |
| Cc1cc2nc(-c3cccs3)cc(C(=O)NCCCN3CCOCC3)c2cc1C | -2 | -6 | 6 |
| O=C1C(=Cc2ccccc2O)NC(=S)N1Cc1ccco1 | 1 | 1 | 80* |
| CCOCCOc1ccccc1C(=O)N1C[C@H]2CC=C(C)C[C@H]2C1 | 2 | / | -7 |
| Cc1cccnc1C(NC(=O)C1CCN(CCn2cnc3c2c(=O)n(C)c(=O)n3C)CC1)c1ccc(Cl)cc1 (stereo unspecified) | -5 | -3 | 7 |
| CC1=NN(c2ccc(Cl)cc2)C(=O)C12CC(C)=C(C)CS2 (stereo unspecified) | -4 | / | 13 |
| CC(C)C(=O)Nc1nc(CC(=O)NCC(c2ccco2)N(C)C)cs1 (stereo unspecified) | -5 | / | 0 |
| CCOc1ccnc(N(C)Cc2ncc(C)[nH]2)n1 | -10 | / | 9 |
| CC1Sc2ccc(C#N)cc2N(Cc2ccccc2Cl)C1=O (stereo unspecified) | 11 | / | -6 |
| Cc1nc(Nc2ccc(NC(=O)Cc3noc4ccccc34)cc2)cc(-n2cccn2)n1 | -3 | -8 | -4 |
| Cc1cc(SCC(N)=O)n2nc(C)c(-c3ccccc3)c2n1 | -5 | -7 | -4 |
| N#CCCS(=O)(=O)Oc1ccccc1 | -10 | -6 | 4 |
| CS(=O)(=O)N1CCSC1c1cccc(Cl)c1 (stereo unspecified) | -2 | / | 5 |
| COc1cc(O)ccc1-c1nccn1Cc1cccc(OC)c1OC | 4 | / | -1 |
| Cn1cc(CC(=O)NCCN2CCN(S(C)(=O)=O)CC2)c2ccccc21 | -9 | / | 4 |
| COc1ccc(-n2ncc(Oc3cccc(C(C)C)c3)c(Nc3ccc(C(=O)NCCN4CCOCC4)cc3)c2=O)cc1 | -5 | -3 | 12 |
| Cc1ccc(CSc2nnc3ccc(-c4ccncc4)nn23)cc1 | 3 | 1 | -19 |
| CC(=O)Nc1ccc(C(F)(F)F)cc1NC(=O)Cc1ccc(Cl)cc1Cl | -7 | -9 | -2 |
| CC(=O)c1ccc(NC2=C(n3nnc4ccccc43)C(=O)c3ccccc3C2=O)cc1 | -9 | / | 0 |
| Cc1cc(=O)n(CC(=O)Nc2ccccc2)c(-n2nc(C)cc2C)n1 | 2 | 2 | 12 |
| COc1ccc2nc(N)sc2c1 | -4 | -3 | 1 |
| C=CCNC(=O)Cn1c(-c2nnc(C(C)C)o2)cc2ccccc21 | -6 | -9 | 0 |
| CCN(CC)c1ccc(CNC2CC2)c(OS(=O)(=O)c2ccc(F)cc2)c1 | -2 | -5 | -6 |
| O=C(Cn1cc(NC(=O)c2ccc(OC(F)F)cc2)cn1)NC1CC1 | 8 | / | -3 |
| CNC(=O)[C@@H]1C[C@H]2CN(C)C(=O)c3cccc(c32)N1C(=O)c1ccc(F)cc1 | 0 | -6 | 1 |
| O=C1CCC(C(=O)N2CCOc3ccccc3C2)CN1CCN1CCOCC1 (stereo unspecified) | -4 | / | 4 |
| CCc1cccc(NC(=O)Nc2ccc(N3CCN(c4ccccc4OC)CC3)c(C(=O)NCCCN(C)C)c2)c1 | -6 | -6 | -1 |
| CC(C)(C)Nc1c(-c2ccc(F)cc2)nc2ccccn12 | -3 | -4 | 9 |
| c1ccc(-c2cc(CN3CCCC3c3nc4ccccc4s3)on2)nc1 (stereo unspecified) | 0 | / | -3 |
| O=C(CCCCl)Nc1ncc(Cc2ccc(Cl)c(Cl)c2)s1 | -4 | -6 | 1 |
| CC(C(=O)NS(=O)(=O)CCN1CCN(C(=O)OC(C)(C)C)CC1)c1ccsc1 (stereo unspecified) | 5 | / | -8 |
| CCN(CC)CCCn1c2c(c(SCC(=O)Nc3cc(C)cc(C)c3)nc1=O)CCC2 | -5 | -6 | 0 |
| CCC(CC)C(=O)NCC1(N2CCOCC2)CCCCC1 | -6 | -3 | / |
| O=C(Nc1ccc(S(=O)(=O)N2CCOCC2)cc1)c1cc2cc(Cl)ccc2oc1=O | 0 | -1 | -1 |
| O=C(NC1CCCCCC1)C1CCN(c2cc(C(F)(F)F)ncn2)CC1 | -9 | -4 | / |
| O=C(Nc1cccc(Cl)c1)NC1CCN(c2ccccc2C(=O)NCc2ccc3c(c2)OCO3)CC1 | -3 | -6 | 0 |
| NC[C@@H]1O[C@H](C23CC4CC(CC(C4)C2)C3)Cc2c1ccc(O)c2O | -3 | -3 | 6 |
| CC(=O)c1c[nH]c(C(=O)Nc2cc(-c3ccccc3C)nn2C)c1 | -7 | / | 3 |
| COc1ccc(/C=C/C#Cc2ccccc2)cc1 | -5 | / | 1 |
| CN1N=C(c2ccc(F)c(F)c2)CSC1=NCc1ccccc1 | 0 | / | -7 |
| CCOC(=O)N1CCN(c2nc(C)c3c(n2)CC(c2cccs2)CC3=O)CC1 (stereo unspecified) | -9 | / | 10 |
| CCCCn1c(C)c(C)n2c3c(=O)n(CCN4CCOCC4)c(=O)n(C)c3nc12 | -4 | -5 | / |
| CCc1nc2sc3c(c2c(=S)[nH]1)CCCC3 | -4&-9 | -3 | 0&13 |
| COc1cc(OC)c(OC)cc1C=CC(=O)N1CCN(Cc2nc3ccccc3s2)CC1 | -3 | / | -3 |
| COCCN(CC(=O)Nc1nc(CC(=O)Nc2ccccc2F)cs1)C(=O)c1ccc(Cl)cc1 | -7 | -5 | / |
| Cc1ccc(C2(O)CCN(C(=O)[C@]34CC[C@](C)([C@@H](O)C3)C4(C)C)CC2)nc1 | -7 | -18 | 7 |
| CC(C)C1CN(C(=O)c2cccc(-n3cnnc3)n2)CCC(=O)N1CC1CC1 (stereo unspecified) | -7 | -15 | 2 |
| COc1cccc(C(=O)Nc2ccc(Cl)cc2NC(C)=O)c1 | -3 | / | 8 |
| COc1cc(-c2nc3ccc(Br)cn3c2NC2CCCCC2)ccc1O | -8 | / | 11 |
| COC(=O)c1ccccc1NC(=S)NC(NC(=O)C(C)C)C(Cl)(Cl)Cl (stereo unspecified) | 2 | -1 | -13 |
| Fc1ccc(-c2ccc(N3CCN(CCN4CCCC4)CC3)nc2)cc1Cl | 2 | 2 | -7 |

Molecules above that contain two or more sulfur atoms (4):
| Compound | hcGAS lum | mcGAS lum | NPYLR7 ag |
| --- | --- | --- | --- |
| CO/N=C(\C(=O)NC1C(=O)N2C(C(=O)O)=C(C[N+]3(C)CCCC3)CSC12)c1csc(N)n1 (stereo unspecified) | -3 | / | -4 |
| CS(=O)(=O)N1CCSC1c1cccc(Cl)c1 (stereo unspecified) | -2 | / | 5 |
| CC(C(=O)NS(=O)(=O)CCN1CCN(C(=O)OC(C)(C)C)CC1)c1ccsc1 (stereo unspecified) | 5 | / | -8 |
| CCc1nc2sc3c(c2c(=S)[nH]1)CCCC3 | -4&-9 | -3 | 0&13 |

More results follow:
| Compound | hcGAS lum | mcGAS lum | NPYLR7 ag |
| --- | --- | --- | --- |
| CN(C)Cc1nc(C2(N)CCCCCC2)no1 | 3 | / | 0 |
| CCn1nnc2c(=O)n(Cc3ccc(F)cc3)cnc21 | -7 | / | 1 |
| O=C(Nc1cc(F)ccc1F)c1ccc(NC(=O)C2CC2)s1 | 0 | / | -4 |
| CCOCCOc1ccc(C(=O)NC(C)(C)C)cc1 | -1 | / | 7 |
| O=C1NC(=O)C2C1Sc1[nH]c(=O)sc1C2c1ccco1 (stereo unspecified) | 45* | / | 13 |
| Nc1nc(Nc2ccc(Cl)cc2)nc(NCCO)c1[N+](=O)[O-] | -1 | / | 0 |
| COc1cccc2cc(C(=O)N3CCN(c4cc(N5CCCCC5)ncn4)CC3)oc12 | -9 | / | -3 |
| Cc1ccc(C)c(C2=NN(C(=O)CN3CCC4(CC3)OCCO4)C(c3ccccc3Cl)C2)c1 (stereo unspecified) | -8 | -5 | 21 |
| COc1cc(C(=O)NC(c2ccccc2)c2ccccc2Br)cc(OC)c1OC (stereo unspecified) | -4 | / | -7 |
| CCn1c(=O)c2c(nc3n(CCO)c(C)c(C)n23)n(C)c1=O | 1 | / | -7 |
| CCOc1ccc(C(=O)O)cc1-c1ccc(C(=O)N(C)C)cc1 | -1 | -13 | / |
| CCn1ccnc1SCCS(=O)(=O)c1cccc(OC)c1 | -11 | / | -6 |
| O=S(=O)(c1ccc(NN=C2CCCC2)nc1)N1CCCCC1 | -9 | -10 | 0 |
| NNc1ccc(Oc2ccccc2)c(S(=O)(=O)O)c1 | -4 | -7 | -11 |
| CCC(C)(C)c1ccc(CC(C)CN2C[C@@H](C)O[C@@H](C)C2)cc1 (stereo partly specified) | -10 | -11 | -5 |
| O=C(NN1CC(C(=O)O)CC1=O)c1ccccc1 (stereo unspecified) | -3 | / | -8 |
| C=CCN1CC(C(=O)N2CCCN(C)C3(CCN(C)CC3)C2)CC1=O (stereo unspecified) | -6 | / | 8 |
| Cc1ccc(Nc2[nH]c(=O)c3ccccc3c2C(=O)c2ccncc2)cc1 | 10 | / | -7 |
| CCc1ccc(-c2cc3c(=O)n(Cc4ccc(Cl)cc4)ccn3n2)cc1 | 0 | -4 | 1 |
| Cc1nn(C(C)(C)C)c(OC(=O)CC(C)C)c1S(=O)(=O)c1ccccc1 | -5 | -8 | 1 |
| Cc1nc(C)c(C(=O)NCCOc2ccc3nnc(-c4ccccc4Cl)n3n2)s1 | -2 | -8 | -12 |
| COc1ccc(OC)c(NC(=S)NC(C)C(c2cccs2)N2CCOCC2)c1 (stereo unspecified) | -1 | -3 | 16 |
| Cc1noc(-c2cccc(C(F)(F)F)c2)c1C(=O)NCC1COC(C)(C)O1 (stereo unspecified) | -5 | -5 | -3 |
| COc1ccc(OC)c(N2CC(c3nc4ccccc4n3Cc3ccc(F)cc3)CC2=O)c1 (stereo unspecified) | -1 | -3 | -2 |
| Cc1ncc2c(c1CNCC1(O)CCCN(CC3CCC3)C1=O)CCNC2 (stereo unspecified) | -4 | / | 18 |
| O=C(NCc1cccnc1N1CCc2ccccc2C1)c1ccco1 | -7 | / | 3 |
| CCN(C)c1nc(N2CCN(c3ccc(F)cc3)CC2)nc2c1CN(Cc1ccncc1)CC2 | -6 | -4 | / |
| COCc1ccc(CN2CCN(c3nc(-c4ccccc4)nc4c3CCC4)CC2)o1 | -10 | -2 | 2 |
| CC(=O)NC(C(=O)O)C1CCCC1 (stereo unspecified) | -10 | -6 | -1 |
| CCc1cccc2c(C(CC(=O)NCCN3CCCCC3)c3cccc(Oc4ccccc4)c3)cn(CC)c12 (stereo unspecified) | -12 | -8 | / |
| O=C(Nc1cccc(C2SCC(=O)N2c2ccc3c(c2)CCC3)c1)c1ccc(F)cc1 (stereo unspecified) | -1 | 1 | -1 |
| CN(C)S(=O)(=O)c1ccc(C(=O)N2CCN(S(=O)(=O)c3ccc(Cl)cc3)CC2)cc1 | -4 | -8 | -7 |
| CC(Sc1nncn1C1CC1)C(=O)Nc1ccccc1Sc1ccccc1 (stereo unspecified) | -6 | -2 | -1 |

Screens (PubChem)
